AmpC inh no detg: inhibitors of E. coli AmpC beta-lactamase without detergent | P00811 | AmpC nitrocefin hydrolysis, absorbance 480 nm, 0.0001% Triton | Potency, µM (doses to about 57.1 µM), for inactives: at the top dose activity change, negative = inhibition, actives largely listed as inhibitors | 330,000 tested, 0.52% active;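 note: potency is the fitted concentration of half-maximal effect; plate controls were no compound for no effect and no enzyme for full effect; nearly all actives have a fitted effect of over 20% in size; some results filed as inactive show a strong effect at the top dose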
Target sequence (P00811 whole entry, looked up): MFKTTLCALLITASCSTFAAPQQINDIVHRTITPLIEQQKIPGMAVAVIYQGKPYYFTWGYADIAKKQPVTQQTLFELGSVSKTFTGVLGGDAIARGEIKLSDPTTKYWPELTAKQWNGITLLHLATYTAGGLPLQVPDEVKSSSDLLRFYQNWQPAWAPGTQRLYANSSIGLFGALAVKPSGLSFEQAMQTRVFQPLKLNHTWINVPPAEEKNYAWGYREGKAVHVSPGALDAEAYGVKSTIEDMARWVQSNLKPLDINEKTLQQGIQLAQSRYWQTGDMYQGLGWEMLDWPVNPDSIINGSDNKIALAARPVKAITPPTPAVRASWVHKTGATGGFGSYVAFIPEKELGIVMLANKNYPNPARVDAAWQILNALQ
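AmpC (5.3 nM in the dispensed reagent) in 20 mM phosphate pH 7.0 with 0.01% (detergent screen) or 0.0001% Triton X-100 was preincubated with compounds for 15 min at room temperature. Nitrocefin was then added from an 800 uM solution, and hydrolysis was followed at 480 nm.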
HCMV antiviral: inhibitors of human cytomegalovirus; AID 1259415; activity change, negative = inhibition, % at 57.5 µM; HFF cells, HCMV-luciferase reporter, 72 h; active compounds read low; 410,000 tested, 4.5% active; in the data active = activity change below about -60%; inconclusive = no clear call, values can overlap the other calls; inactive = above about -39%
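Two compound doses tested in HFFs infected with HCMV-luciferase, MOI 1 PFU/cell, 72 h at 37C. Lysate luminescence read with OneGlo; data normalized against buffer-only and 10uM Salinomycin inhibitor controls.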
AmpC detergent: blocks E. coli AmpC beta-lactamase in detergent assay; AmpC hydrolysis of nitrocefin, absorbance 480 nm, 0.01% Triton; Potency, µM (titrated, usually from 114 µM), for the others: at the top dose activity change, negative = inhibition, usual class: inhibitors; 370,000 tested, 0.041% active;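 note: potency is the fitted concentration of half-maximal effect; 0% = no-compound wells and -100% = no-enzyme wells; nearly all actives have a fitted effect of over 25% in size; some results filed as inactive show a strong effect at the top dose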
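20 mM phosphate pH 7.0 + 0.01% (detergent screen) or 0.0001% Triton X-100; 5.3 nM AmpC reagent; cpd preinc 15 min RT; nitrocefin (800 uM stock) to start; A480 q20 s × 4 min; Activity was normalised to no-enzyme and no-compound control wells.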
AMA1 RON2 block: disrupts binding of P. falciparum AMA1 to RON2 | AlphaScreen AMA1-biotinylated RON2 peptide binding | Potency, µM (highest dose often 58.2 µM), inactives show at the highest dose activity change, negative = inhibition, actives largely listed as inhibitors | 360,000 tested, 0.2% active;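 note: potency is the fitted concentration of half-maximal effect; 0% = vehicle wells and -100% = peptide control; nearly all actives have a fitted effect of over 45% in size; some results filed as inactive show a strong effect at the top dose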
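AMA1 (3D7) with his tag at 25 nM final met compounds first, then biotinylated RON2 peptide at 25 nM; detection used donor plus acceptor beads, 10 µg/mL apiece, read by AlphaScreen after 30 min at room temperature.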
TbPYK inhibitor: blocks Trypanosoma brucei pyruvate kinase; Q57TT1; TbPYK enzyme, Kinase-Glo Plus ATP luminescence, 45 min; Potency, µM (titrated, usually from 76.8 µM), for inactives: top-dose activity, negative = inhibition, usual class: inhibitors; 410,000 tested, 0.12% active; note: potency is the fitted concentration of half-maximal effect; nearly all actives have a fitted effect of over 50% in size
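Activity of T. brucei pyruvate kinase was followed by Kinase-Glo Plus luminescence after the enzyme reacted 45 min at room temperature with 130 uM ADP (final) and substrate. Test compounds were added before ADP at multiple concentrations.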
LmPK inhibitor: LmPK (Leishmania mexicana) enzyme inhibition. purified LmPK, Kinase-Glo ATP luminescence, 1 h. Potency, µM (doses to about 57.5 µM), for inactives: at the highest dose activity change, negative = inhibition, hits mostly inhibitors. 290,000 tested, 0.37% active; note: potency is the fitted concentration of half-maximal effect
Target sequence (Q27686 whole entry, looked up): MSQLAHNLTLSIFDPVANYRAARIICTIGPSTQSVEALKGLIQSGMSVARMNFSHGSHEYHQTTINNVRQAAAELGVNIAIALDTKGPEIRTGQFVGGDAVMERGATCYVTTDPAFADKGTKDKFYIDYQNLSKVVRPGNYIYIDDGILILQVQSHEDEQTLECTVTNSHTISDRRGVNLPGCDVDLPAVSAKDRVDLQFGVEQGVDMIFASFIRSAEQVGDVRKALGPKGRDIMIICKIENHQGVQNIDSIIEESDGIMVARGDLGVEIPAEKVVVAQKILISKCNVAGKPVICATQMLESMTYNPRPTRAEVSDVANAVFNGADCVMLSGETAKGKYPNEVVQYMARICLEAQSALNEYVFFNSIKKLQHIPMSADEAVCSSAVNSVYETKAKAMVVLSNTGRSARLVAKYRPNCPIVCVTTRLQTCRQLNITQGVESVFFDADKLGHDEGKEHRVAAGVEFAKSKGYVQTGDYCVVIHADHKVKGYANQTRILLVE
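In 50 mM imidazole pH 7.2 with 7 mM MgCl2, LmPK (0.1 nM) turned over PEP (0.5 mM) and ADP (0.1 mM) for 1 h at room temperature. Luciferase read-out of ATP.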
Sm TGR block: S. mansoni TGR enzyme inhibition; Q962Y6; purified TGR, DTNB reduction, TNB absorbance 405 nm; Potency, µM (series often up to 114 µM), without a hit: at the top dose activity change, negative = inhibition, hits mostly inhibitors; 360,000 tested, 3% active; AID 485364; note: potency is the fitted concentration of half-maximal effect; nearly all actives have a fitted effect of over 60% in size
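TGR 20 nM + NADPH 100 uM (dispensed conc.), cpd preinc 15 min RT; start with NADPH (500 uM addition) then DTNB (15 mM addition). Kinetic TNB absorbance, 405 nm filter. Four-parameter Hill fit across titration.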
The depositor's hits bear a star; u = inconclusive; x = not tested or not shown; & = joins results of further samples; [ ] = remark or other dose. Unless noted, calls come from the whole dose curve; as a rule, active = well fitted curve in the direction sought with a large enough effect; inconclusive = small, poorly fitted or top-dose-only effect, or another doubt; inactive = no such curve, though single readings can be large; an effect the other way counts as inactive or inconclusive. Unless noted, % is set by controls: 0 for no effect and ±100 for the full control effect.

SMILES | AmpC detergent | LmPK inhibitor | AmpC inh no detg | AMA1 RON2 block | HCMV antiviral | Sm TGR block | TbPYK inhibitor
C#CCN1C=CC(=O)[C@@H](OC(=O)Nc2ccc(Br)cc2)[C@H]1c1ccccc1Br | x | x | x | -4% | 1 | x | 4%
Cc1noc2ncnc(NCc3cccc(Cl)c3)c12 | 2% | x | x | x | -35 | -2% | 1%
CCN(c1cc(C)cc(C)c1)S(=O)(=O)c1nnc(NC(=O)c2cccs2)s1 | 22% | x | x | x | -13 | 0% | -6%
CCOC(=O)c1ccc(S(=O)(=O)NC2CCCCCCC2)n1C | -9% | 3% | -5% | -2% | 3 | 0% | -14%
Cc1noc(C)c1CSc1nnc(C)c(=O)[nH]1 | -1% | -1% | -9% | -6% | -4 | -14% | -2%
Cc1ccc(C(=O)c2c3ccc(C(F)(F)F)cc3nn2CCC(N)=O)cc1 | -9% | x | 178%[activator] | 8% | 104 | -18% | -8%
c1ccc(CN2CN=C(Nc3nc4ccccc4s3)NC2)cc1 | 1% | 1% | -8% | 0% | -8 | -2% | 0%
CC(=O)OCC(=O)C1=CCC2C3CCC4=CC(=O)C=CC4(C)C3(F)C(OC(C)=O)CC12C (centres undefined) | u | -10% | -23% | -17% | -6 | 5%[57.1 µM] | -19%
COc1ccc(NC(=O)Nc2nnc(-c3ccco3)s2)cc1 | u | 7% | -27% | -12% | 99 | 1% | 1%
Cc1cc(C)c(S(=O)(=O)N2CCCOC2CNC(=O)C(=O)NCc2ccco2)c(C)c1 (centres undefined) | -6% | -1% | 7% | 2% | -12 | -8% | 8%

(continued)
SMILES | AmpC detergent | LmPK inhibitor | AmpC inh no detg | AMA1 RON2 block | HCMV antiviral | Sm TGR block | TbPYK inhibitor
COc1cccc(NC(=O)COC(=O)C2CCN(S(=O)(=O)c3cccs3)CC2)c1 | -11% | 2% | -17% | -5% | -25 | 1% | 3%
c1nc(SSc2ncnc3nc[nH]c23)c2[nH]cnc2n1 | x | x | x | 32%[activator] | 16 | x | 3.5µM*
Cc1cccn2c(CN[C@H]3CCCCNC3=O)c(C(=O)N3CCOCC3)nc12 | 6% | 2% | -6% | 13% | -23 | -4% | 7%
CCNC(=O)C1CCCN(Cc2ccc(C(=O)OCC)cc2)CC1 (centres undefined) | x | x | x | -1% | 69 | x | 1%
O=C(CSc1ccc2nc(-c3ccccc3)cn2n1)NCC1CCCO1 (centres undefined) | -3% | 2% | 0% | -13% | 7 | 3% | -19%
O=C(Nc1ccc(OCc2ccccc2Cl)cc1)c1cccnc1 | -1% | 0% | 25% | 2% | u | 7% | -1%
O=C(COc1ccccc1)Nc1c(C(=O)N2CCN(c3ccc(F)cc3)CC2)oc2ccccc12 | -9% | x | x | x | -107* | 5% | 3%
CCC(=O)N1CCC2(CC1)Oc1ccc(Cl)cc1C(=O)C21CC(c2ccccc2)=NO1 (centres undefined) | 1% | 3% | 150%[activator] | 11% | 7 | -24% | 3%
Cc1cc(C(=O)OCC(=O)Nc2cccc(F)c2)c(C)n1C1CC1 | 3% | x | -24% | -6% | -1 | 0% | 0%
Cc1cc(C)c2nc(NC(=O)c3ccc4c(=O)n5c(nc4c3)CCCCC5)sc2c1 | -4% | 0% | -20% | 6% | -72* | -8% | -5%

Additional compounds follow.
SMILES | AmpC detergent | LmPK inhibitor | AmpC inh no detg | AMA1 RON2 block | HCMV antiviral | Sm TGR block | TbPYK inhibitor
COc1ccccc1C1=NNC(=Nc2cccc(S(=O)(=O)N(C)C)c2)SC1 | -1% | 8% | 101%[activator] | 16% | -80* | 6% | -26%
CC1(OC(=O)c2ccco2)C(=O)C=C2C=C(C3CC3)OC=C2C1=O (centres undefined) | x | x | x | -7% | 30 | x | -12%
NC(=O)NCc1ccc(F)cc1 | 9% | -1% | -5% | 0% | 7 | 14% | 3%
O=c1c2[nH]c3ccccc3c2nc2n1CCS2 | 0% | 0% | -18% | -16% | 222 | 5% | 3%
Cc1ccc(Cl)cc1N1CCN(C(=O)c2cnc3c(-c4ccc(F)cc4)c(C)nn3c2C)CC1 | 13% | x | x | x | 7 | -2% | -7%
CCn1ncc(Br)c1C(=O)Nc1cccc(F)c1 | 0% | 4% | -14% | -6% | 24 | -2% | 2%
COc1ccccc1C(C)NC(=O)c1ccccc1SCC(=O)N1CCCC1 (centres undefined) | -9% | x | -7% | -15% | -15 | -2% | 4%
Cc1cc(=O)[nH]c(CN2CCC(c3ccccc3)CC2)n1 | 2% | -2% | -19% | 20% | -16 | 7% | 1%
O=C(NCC1CCCO1)c1ccc(COc2ccccc2)cc1 (centres undefined) | 2% | -9% | -17% | -2% | 104 | -2% | -12%
COc1ccc(/C=C/C(=O)C2C(=O)C=C(C)OC2=O)cc1O (centres undefined) | -12% | 16µM* | -58% | 8% | -77* | -28% | -8%

Later entries.
SMILES | AmpC detergent | LmPK inhibitor | AmpC inh no detg | AMA1 RON2 block | HCMV antiviral | Sm TGR block | TbPYK inhibitor
COc1ccc(NC(=O)COC(=O)c2c3c(nc4ccccc24)CCCC3)cc1Cl | -6% | 3% | -17% | 10% | u | -23% | 4%
CC(C)C(C(=O)NC(C)(C)C)N(CCN1CCOCC1)C(=O)CNS(=O)(=O)c1ccccc1 (centres undefined) | -1% | -4% | 21% | 7% | 46 | 16% | -3%
COc1ccc(C2C(C#N)=C(N)N(N(C)C)C3=C2C(=O)CC(C)(C)C3)cc1OC (centres undefined) | 2% | 7% | -7% | -8% | 2 | 4% | 0%
Cc1cc(NC(=O)c2ccc(S(=O)(=O)N3CCc4ccccc43)cc2)no1 | 7% | -1%[11.5 µM] | -53% | -8% | u | 8% | -23%
Cc1ccc(S(=O)(=O)c2nnn(CC(=O)Nc3ccccc3C)c2N)cc1 | -4% | x | x | x | 0 | -7% | -4%
Cc1ccc(S(=O)(=O)N2CCN(CC3CC4C=CC3C4)CC2)cc1 (centres undefined) | 2% | -9% | -9% | -17% | -21 | -4% | 2%
COc1ccc(NC(=O)CSc2ccc([N+](=O)[O-])cc2)cc1S(=O)(=O)N1CCOCC1 | u | x | -38% | 4% | 79 | -9% | -16%
CC(C)(C)c1cc(C(=O)N/N=C/c2ccc(F)cc2)n(-c2ccccc2)n1 | 2% | 5% | -16% | 6% | -74* | 6% | 3%
COc1cc(CNCCN(C)C)c(Br)cc1OC1CCCC1 | -1% | 0% | 28% | 30%[activator] | u | 1% | -1%
O=[N+]([O-])c1ccc(N2CCCC2)cc1NC(c1ccccc1)c1ccccc1 | 0% | -2% | -8% | -6% | -20 | 4% | 0%

Next section:
SMILES | AmpC detergent | LmPK inhibitor | AmpC inh no detg | AMA1 RON2 block | HCMV antiviral | Sm TGR block | TbPYK inhibitor
O=C(NC1(C(F)(F)F)Oc2ccccc2O1)N1CCCC1 | 5% | 0% | -5% | 2% | -2 | 40µM* | 5%
Cc1cccc(C(=O)NCc2nnc(SCC(=O)NC(C)c3ccccc3)n2C)c1 (centres undefined) | -8% | -1% | -2% | 0% | u | 5% | -2%
COc1ccccc1OCC(=O)Nc1nnc(-c2ccco2)s1 | -12% | 3% | -9% | 5% | 12 | 32µM* | -5%
CC(=O)Nc1ccc(S(=O)(=O)Nc2cc(-c3cn4ccccc4n3)ccc2C)cc1 | 16% | x | x | x | 19 | 3% | 3%
CCNC(=O)C1CCCN(C(=O)c2ccc3c(c2)CCO3)CC1 (centres undefined) | x | x | x | -7% | -29 | x | 5%
O=[N+]([O-])c1cc(Br)c(O)c(C=Nc2ccc(N3CCOCC3)cc2)c1 | -1% | -1% | 82% | 43%[activator] | -11 | -10% | -3%
Cc1nnc(SCC(=O)Nc2sc3c(c2C(=O)c2ccccc2)CCCC3)s1 | x | 3% | x | 14% | -62* | -19% | 1%
CCN(CC)CCN=Cc1c(O)n(CCc2ccccc2)c(=O)[nH]c1=O | 0% | 4% | -23% | 43%[activator] | 2 | 25µM* | 1%
CN1CCCCCC1=Nc1ccccc1C#N | -5% | -3% | -13% | -12% | u | 0% | 9%
O=C(c1ccco1)N1CCN(S(=O)(=O)c2ccc([N+](=O)[O-])cc2)CC1 | 3% | 7% | -17% | 8% | -16 | 7% | 1%

Look-ups from the list:
Entry for c1nc(SSc2ncnc3nc[nH]c23)c2[nH]cnc2n1 under HCMV antiviral: 16
Entry for Cc1cc(C)c2nc(NC(=O)c3ccc4c(=O)n5c(nc4c3)CCCCC5)sc2c1 under AmpC inh no detg: -20%

The list goes on:
SMILES | AmpC detergent | LmPK inhibitor | AmpC inh no detg | AMA1 RON2 block | HCMV antiviral | Sm TGR block | TbPYK inhibitor
Cc1ccc(Nc2c(-c3ccc(N4CCOCC4)cc3)nc3ncccn23)c(C)c1 | u | -2% | 247%[activator] | -20% | 27&32 | -6%&-8% | -2%&2%
CCC(C(=O)Nc1ncc(C)s1)c1ccccc1 (centres undefined) | 0% | 2% | -5%[2.29 µM] | -12% | 5 | 4% | 3%
CCC(C)(C)NC(=O)c1ccc2c(c1)N(CC(=O)OC)C(=O)C(C)(C)O2 | -10% | -2% | 1% | 1% | 9 | -17% | 4%
CCOc1ccccc1NC(=O)N1CCc2cc(S(=O)(=O)N3CCC(C)CC3)ccc21 | 1% | x | x | x | -11 | 0% | -3%
CC(=O)N/C(=N/c1nc(C)cc(C)n1)Nc1ccc(C)cc1Cl | -10% | 0% | 0% | 25% | u | -7% | -4%
CCOC(=O)C(O)(NC(=O)c1cccnc1)C(F)(F)F (centres undefined) | 7% | -4% | -28% | 2% | 39 | 6% | -10%
Cc1ccc(C(=O)OC(C)C(=O)NC2CCCCC2C)cc1S(=O)(=O)N1CCOCC1 (centres undefined) | -13% | -2% | 63%[activator] | -4% | 7 | -19% | -9%

Random excerpt: five compounds from above.
SMILES | AmpC detergent | LmPK inhibitor | AmpC inh no detg | AMA1 RON2 block | HCMV antiviral | Sm TGR block | TbPYK inhibitor
CC(=O)N/C(=N/c1nc(C)cc(C)n1)Nc1ccc(C)cc1Cl | -10% | 0% | 0% | 25% | u | -7% | -4%
Cc1ccc(Nc2c(-c3ccc(N4CCOCC4)cc3)nc3ncccn23)c(C)c1 | u | -2% | 247%[activator] | -20% | 27&32 | -6%&-8% | -2%&2%
CCOC(=O)C(O)(NC(=O)c1cccnc1)C(F)(F)F (centres undefined) | 7% | -4% | -28% | 2% | 39 | 6% | -10%
CCOc1ccccc1NC(=O)N1CCc2cc(S(=O)(=O)N3CCC(C)CC3)ccc21 | 1% | x | x | x | -11 | 0% | -3%
Cc1ccc(C(=O)OC(C)C(=O)NC2CCCCC2C)cc1S(=O)(=O)N1CCOCC1 (centres undefined) | -13% | -2% | 63%[activator] | -4% | 7 | -19% | -9%
